# Screening results deposited in PubChem by National Center for Advancing Translational Sciences (NCATS).
# AmpC no deterg – AmpC beta-lactamase inhibition without detergent. P00811. AmpC nitrocefin hydrolysis, absorbance 480 nm, 0.0001% Triton. Potency, µM (highest dose often 57.1 µM), for inactives: at the highest dose activity change, negative = inhibition, actives largely listed as inhibitors. 330,000 tested, 0.52% active. AID 485341;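 further: potency means the concentration at half of the fitted maximal effect; plate controls were no compound for no effect and no enzyme for full effect; nearly all actives have a fitted effect of over 20% in size; some results filed as inactive show a strong effect at the top dose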
# Target sequence (P00811 whole entry, looked up): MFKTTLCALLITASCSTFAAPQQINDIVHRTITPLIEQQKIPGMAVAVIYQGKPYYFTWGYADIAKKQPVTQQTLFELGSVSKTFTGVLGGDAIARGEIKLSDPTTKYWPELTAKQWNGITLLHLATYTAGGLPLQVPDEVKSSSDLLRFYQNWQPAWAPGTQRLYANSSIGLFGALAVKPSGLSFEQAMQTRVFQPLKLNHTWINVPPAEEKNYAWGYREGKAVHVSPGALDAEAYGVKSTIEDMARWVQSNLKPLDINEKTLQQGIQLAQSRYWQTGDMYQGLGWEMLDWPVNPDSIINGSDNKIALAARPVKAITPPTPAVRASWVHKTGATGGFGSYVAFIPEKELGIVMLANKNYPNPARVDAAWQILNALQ
#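 20 mM phosphate pH 7.0 + 0.01% (detergent screen) or 0.0001% Triton X-100; 5.3 nM AmpC reagent; cpd preinc 15 min RT; nitrocefin (800 uM stock) to start; A480 q20 s × 4 min; Activity was normalised to no-enzyme and no-compound control wells.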
# AmpC inh detg – AmpC beta-lactamase inhibition with detergent present. 370,000 tested, 0.041% active. AmpC hydrolysis of nitrocefin, absorbance 480 nm, 0.01% Triton. Potency, µM (doses to about 114 µM), without a hit: at the highest dose activity change, negative = inhibition, most hits filed as inhibitors. P00811;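 further: potency means the concentration at half of the fitted maximal effect; 0% = no-compound wells and -100% = no-enzyme wells; nearly all actives have a fitted effect of over 25% in size; some results filed as inactive show a strong effect at the top dose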
#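 AmpC (5.3 nM in the dispensed reagent) in 20 mM phosphate pH 7.0 with 0.01% (detergent screen) or 0.0001% Triton X-100 was preincubated with compounds for 15 min at room temperature. Nitrocefin was then added from an 800 uM solution, and hydrolysis was followed at 480 nm.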
# HCMV antiviral – human cytomegalovirus inhibition. HFF cells, HCMV-luciferase reporter, 72 h; hits give low values. activity change, negative = inhibition, % at 57.5 µM. 410,000 tested, 4.5% active. AID 1259415; in the data active means activity change below about -60%; inconclusive means no clear call, values can overlap the other calls; inactive means above about -39%
#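 Compounds were evaluated in HFFs infected with an HCMV luciferase reporter virus (MOI 1 PFU/cell). Luciferase in lysates collected 72 h post infection served as the replication measure.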
# Sm TGR block – S. mansoni TGR enzyme inhibition. purified TGR, DTNB reduction, TNB absorbance 405 nm. Potency, µM (doses to about 114 µM), for the others: at the top dose activity change, negative = inhibition, actives largely listed as inhibitors. 360,000 tested, 3% active; further: potency means the concentration at half of the fitted maximal effect; nearly all actives have a fitted effect of over 60% in size
#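 Kinetic colorimetric format: TGR-catalysed, NADPH-driven DTNB reduction monitored via TNB absorbance. Enzyme dispensed at 20 nM; compound exposure 15 min at room temperature before reaction start.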
# HCV inhibitor – HCV inhibition | Huh7.5.1 HCVcc-Cre infection, luciferase reporter, 44 h | Potency, µM (titrated, usually from 41.8 µM), without a hit: at the highest dose activity change, negative = inhibition, hits mostly inhibitors | 340,000 tested, 3.4% active | AID 651820; further: potency means the concentration at half of the fitted maximal effect
#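 Antiviral activity was scored by luciferase reporter output from cells infected with HCVcc-Cre (~0.5 moi) in presence of compound, 44 h infection period, cells seeded 1,000/well 4 h prior.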
# Giardia FBPA inh – blocks Giardia fructose-bisphosphate aldolase activity | purified Giardia FBPA | Potency, µM (titrated, usually from 59.6 µM), without a hit: at the top dose activity, negative = inhibition, actives largely listed as inhibitors | 290,000 tested, 0.71% active | AID 2451; further: potency means the concentration at half of the fitted maximal effect; nearly all actives have a fitted effect of over 55% in size
# Target sequence (A8B2U2 whole entry, looked up): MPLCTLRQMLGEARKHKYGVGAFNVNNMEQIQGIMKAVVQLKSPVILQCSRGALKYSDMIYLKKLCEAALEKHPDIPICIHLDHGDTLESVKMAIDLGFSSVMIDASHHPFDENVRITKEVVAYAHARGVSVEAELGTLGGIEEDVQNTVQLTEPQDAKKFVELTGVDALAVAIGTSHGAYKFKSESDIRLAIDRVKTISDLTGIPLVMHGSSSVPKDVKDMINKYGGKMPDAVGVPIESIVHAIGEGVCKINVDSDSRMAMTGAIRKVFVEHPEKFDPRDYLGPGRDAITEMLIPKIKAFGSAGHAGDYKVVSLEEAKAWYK
#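 40 nM FBPA preincubated 10 min at RT with compound (up to 57.5 uM final), then substrate plus GAPDH/TPI/NAD/arsenate coupling and diaphorase/resazurin added. Fluorescence read after 20 min at RT, 525/598 nm.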
# Numbers without * were called inactive; ? = inconclusive; nt = not tested or not shown; & = joins results of further samples; [ ] = dose if it differs, or a comment. Unless noted, the call rests on the fitted dose curve; in most records, active means well fitted curve in the direction sought with a large enough effect; inconclusive means small, poorly fitted or top-dose-only effect, or another doubt; inactive means no such curve, though single readings can be large; an effect the other way counts as inactive or inconclusive. Unless noted, on the % scale 0 is the no-effect control and ±100 the full control effect. Rows were taken by chance, and some 9.9% of all compounds hit somewhere here.
SMILES,AmpC no deterg,AmpC inh detg,HCMV antiviral,Sm TGR block,HCV inhibitor,Giardia FBPA inh
CCOC(=O)C1C(O)=CC(=O)CC1c1ccccc1 (configuration not stated),-30%,-11%,-2,-11%,19%,nt
CC1(c2ccccc2)NC(=O)N(CC#N)C1=O (configuration not stated),-22%,2%,?,5%,2%,-1%
CCN(CC(=O)Nc1ccc2c(c1)OCCO2)CC(=O)Nc1ccccc1C(F)(F)F,-1%,nt,-32,nt,0%,nt
CN1\C(=C/C=C/C=C/C=[N+](C)C)C(C)(C)c2ccccc21,-42%,4%,2,1%,10%,-16%
Cc1cc2c(c(=O)o1)C(CCC1CCCCC1)C(C#N)=C(N)O2 (configuration not stated),-40%,2%,?,-23%,4%,1%
CCOC(=O)c1cnc(-c2ccccc2)nc1N1CC(C)OC(C)C1 (configuration not stated),-5%[2.29 µM],4%,37,-1%,-18%,0%
CC(=O)Nc1cc(C(=O)NCc2ccc(F)cc2Cl)ccc1Sc1ccc(Cl)cc1,nt,-5%,6,0%,nt,nt
Cc1ccccc1-c1cc(C(=O)NCc2ccc3c(c2)OCO3)nn1CC1CC(c2cccc([N+](=O)[O-])c2)=NO1 (configuration not stated),-31%,nt,4,nt,-20%,nt
COC(=O)c1cc2oc(C)cc2n1CC(=O)N(C)c1ccccc1,25%,?,-19,-21%,12%,1%
N#CCC(=O)Nc1ccc(C(=O)NNC(=O)CCN2CCN(c3ccccc3)CC2)cc1,17%,7%,1,-8%,8%,nt
Cn1c(=O)n(C)c2cc(/C=N/NC(=O)c3ccc(Cl)cc3Cl)ccc21,21%,1%,68,11%,?,0%
COc1ccc(NC(=S)NC(NC(=O)C(C)C)C(Cl)(Cl)Cl)c([N+](=O)[O-])c1 (configuration not stated),-26%,1%,-8,-9%,-12%,-10%
COc1ccccc1N1N=C(c2cccs2)CC1c1ccccc1 (configuration not stated),?,-10%,-5,-6%,-19%,-8%
CCCN(C(=O)c1cc(S(=O)(=O)N(C)c2ccc(OCC)cc2)ccc1C)C1CCS(=O)(=O)C1 (configuration not stated),142%[activator],-5%,0,0%,-6%,nt
CCc1ccc(C(=O)NC2=NC(c3ccccc3F)CC(=O)N2)cc1 (configuration not stated),nt,19%,2,1%,nt,nt
Oc1ccc(-c2nc(-c3ccc(O)c(O)c3)cs2)cc1,-45%,-16%,22,?,-11%,?
CN(Cc1ccc(F)cc1)C(=O)c1sccc1-c1ccccc1,1%,1%,?,?,-19%,nt
CCCn1c(SCC(=O)/C(C#N)=C(\C)N)n[nH]c1=O,-18%,-7%,93,-5%,2%,5%
CC(=O)c1cc(-c2ccc(F)cc2)n(CC(=O)Nc2cc(C)cc(C)c2)c1C,nt,-2%,0,5%,nt,nt
COc1ccc(C(C)(C)C)cc1NC(=O)C1CC(=O)N(C2CCCC2)C1 (configuration not stated),132%[activator],nt,-1,nt,-18%,nt
CCN(C(=O)C(C)OC(=O)c1nn(-c2ccccc2C(F)(F)F)cc1O)c1ccccc1 (configuration not stated),68%[activator],nt,-9,nt,10%,nt
Cc1noc(C)c1COC(=O)CCCNC(=O)c1ccc(Cl)cc1,-1%,-7%,0,6%,1%,4%
O=C(NC1CCCCC1)C(c1ccncc1)N(Cc1ccccc1)C(=O)c1ccc(-c2ccccc2)[nH]1 (configuration not stated),73%[activator],-3%,-32,-3%,13µM*,-3%
N/C(Cc1ccc(Cl)cc1Cl)=N\OC(=O)Cc1ccc(Cl)cc1,-22%,-10%,16,-17%,0%,-1%
Cc1cc(NC(=O)CN2CCCC2c2nc3ccccc3s2)no1 (configuration not stated),30%,-13%,15,-35%,-20%,-9%
CC(=O)Nc1ccccc1P(=O)(c1ccccc1)c1ccccc1OC(C)=O (configuration not stated),5%,-2%,29,1%,18%,1%
COc1ccccc1CC(=O)Nc1cccc(F)c1,-16%,?,0,-5%,11%,8%
CCn1c(C)[n+](Cc2ccccc2)c2ccc(C(=O)OC)cc21,-7%,2%,-15,9%,7%,2%
CCOc1nc(-c2ccc(C)cc2)ccc1-c1noc(-c2cccnc2)n1,-18%,-8%,nt,-12%,-5%,7%
CC(N=C1CC(C)(C)CC(=O)/C1=C(/O)CCCN1C(=O)c2ccccc2C1=O)C(=O)O (configuration not stated),-17%,3%,-35,9%,13%,4%
O=C(CCN1C(=O)c2ccccc2S1(=O)=O)NCc1ccccc1Cl,-17%,?,-11,-14%,34%[activator],nt
O=C1NC(=O)N(Cc2ccccc2)C(=O)/C1=C/N1CCCc2ccccc21,-36%,-10%,32,?,3%,?
COc1ccc2nc(NC(=O)C3CCN(S(=O)(=O)c4cccnc4)CC3)sc2c1,28%,?,-22,0%,?,-4%
COc1ccc(Cl)cc1NC(=O)CN(C)C(C)C(=O)NC(=O)NC1CCCCC1 (configuration not stated),3%,-17%,46,-2%,-7%,nt
Cc1noc(Cn2c(=O)c3ccccc3n(CC(=O)Nc3ccccc3C(F)(F)F)c2=O)n1,nt,1%,-2,-7%,nt,nt
O=C(CN1C(=O)C2C3C=CC(C4CC34)C2C1=O)OCC(=O)c1ccccc1 (configuration not stated),-18%,0%,35,-7%,-5%,4%

# 3 neighbouring compounds already listed, quoted:
SMILES,AmpC no deterg,AmpC inh detg,HCMV antiviral,Sm TGR block,HCV inhibitor,Giardia FBPA inh
O=C(CCN1C(=O)c2ccccc2S1(=O)=O)NCc1ccccc1Cl,-17%,?,-11,-14%,34%[activator],nt
O=C1NC(=O)N(Cc2ccccc2)C(=O)/C1=C/N1CCCc2ccccc21,-36%,-10%,32,?,3%,?
COc1ccc2nc(NC(=O)C3CCN(S(=O)(=O)c4cccnc4)CC3)sc2c1,28%,?,-22,0%,?,-4%

# (list continues)
SMILES,AmpC no deterg,AmpC inh detg,HCMV antiviral,Sm TGR block,HCV inhibitor,Giardia FBPA inh
COc1ccc(NC(=O)CN2C(=O)COc3ccc(C)cc32)cc1,-16%,-9%,-18,1%,0%,2%
CCNS(=O)(=O)c1ccc(CCC(=O)Nc2ccccc2C(=O)OC)cc1,-31%,-10%,-8,0%,12%,-1%
CC1CCCN(C(=O)c2ccc(CSc3nc4ccncc4n3Cc3ccccc3)cc2)C1 (configuration not stated),nt,3%,?,-14%,nt,nt
CCS(=O)c1ccccc1C(=O)OCC(=O)N1CCC(c2ccccc2)=N1 (configuration not stated),128%[activator],nt,-31,nt,3%,nt
CCCC(=O)C1=C(N(C)c2ccccc2)CC(C)(C)CC1=O,-1%,-25%,43,0%,2%,22%
COC(=O)Nc1ccc(S(=O)(=O)N2CCC(Cc3ccccc3)CC2)cc1,-7%,1%,-6,3%,-20%,6%
O=c1c2cnn(-c3ccccc3)c2nc(-c2cccs2)n1-c1ccc(Cl)cc1,-15%,6%,-23,-29%,?,0%
COc1ccc2nc(N(CCN(C)C)C(=O)/C=C/c3cccs3)sc2c1,126%[activator],0%,-70*,0%,?,-1%
CCc1ccccc1NC(=O)c1cnc(N2CCCCC2)c2ccccc12,nt,5%,-8,5%,nt,nt
O=C(Nc1ccc(Br)cc1)C1CC(O)CN1C(=O)Oc1ccccc1 (configuration not stated),39%,1%,-9,11%,18%,-2%
CCCCCOc1ccccc1C(=O)NCCC(=O)O,-1%,-9%,23,1%,7%,14%
CCC(OC(=O)c1nsc(Cl)c1Cl)C(=O)NCCc1ccccc1 (configuration not stated),-9%,-4%,-9,0%,1%,5%
COc1ccc(/C=C/C(=O)c2cc(Cl)cc(Cl)c2O)c(OC)c1,-35%,5%,?,-28%,?,-3%
CC(C)N(C(=O)CSc1nnnn1C1CCCC1)C(C)C,-1%,?,17,1%,1%,4%
CC(C)[C@H](NS(=O)(=O)c1ccc2c(c1)OCCO2)C(=O)OCC(=O)Nc1cc(Cl)ccc1Cl,-45%,-11%,4,-2%,-2%,-1%
CCOc1ccc(C(=O)Nc2c3c(nn2-c2cccc(Cl)c2)CS(=O)C3)cc1 (configuration not stated),48%,0%,-25,-23%,22%,1%
Cc1ccc(/C=C/C(=O)Nc2ccc([N+](=O)[O-])c(NC(=O)/C=C/c3ccc(C)o3)c2)o1,?,-1%,-77*,22µM*,-3%,-17%
COc1cccc(N/C=C/C(=O)c2ccc(C)cc2)c1,37%,-9%,62,12%,-27%,22%
O=C(Nc1cccc(F)c1)C1CCN(S(=O)(=O)c2cccc3nsnc23)CC1,nt,-4%,?,4%,nt,nt
CCOC(=O)c1cc2c(=O)n3ccccc3nc2n(Cc2ccco2)c1=NC(=O)c1ccccc1OC,-17%,6%&-3%,-21&-37,5.6µM*,?,-15%
CC(=O)c1cc(-c2ccccc2)n(CCC(=O)NC(C)c2ccccc2)c1C (configuration not stated),nt,8%,?,5%,nt,nt
Cc1ccccc1Nc1c(-c2ccsc2)nc2c(C)cccn12,nt,15%,-84*,0%,nt,nt
CC(=O)N1CCc2cc(S(=O)(=O)CCC(=O)Nc3ccc(Cl)cc3F)ccc21,-21%,-9%,-26,-25%,12%,-11%
Cc1ccccc1-n1c(SCc2cccc(F)c2)nc2[nH]ncc2c1=O,-2%,-1%,-40,8%,-1%,5%

# Filtered by structure, those above containing a CF3 group.
SMILES,AmpC no deterg,AmpC inh detg,HCMV antiviral,Sm TGR block,HCV inhibitor,Giardia FBPA inh
CCN(CC(=O)Nc1ccc2c(c1)OCCO2)CC(=O)Nc1ccccc1C(F)(F)F,-1%,nt,-32,nt,0%,nt
CCN(C(=O)C(C)OC(=O)c1nn(-c2ccccc2C(F)(F)F)cc1O)c1ccccc1 (configuration not stated),68%[activator],nt,-9,nt,10%,nt
Cc1noc(Cn2c(=O)c3ccccc3n(CC(=O)Nc3ccccc3C(F)(F)F)c2=O)n1,nt,1%,-2,-7%,nt,nt

# Returning to the listing with the two entries that preceded the break.
SMILES,AmpC no deterg,AmpC inh detg,HCMV antiviral,Sm TGR block,HCV inhibitor,Giardia FBPA inh
CC(=O)N1CCc2cc(S(=O)(=O)CCC(=O)Nc3ccc(Cl)cc3F)ccc21,-21%,-9%,-26,-25%,12%,-11%
Cc1ccccc1-n1c(SCc2cccc(F)c2)nc2[nH]ncc2c1=O,-2%,-1%,-40,8%,-1%,5%
O=C(NCC1CCCN1S(=O)(=O)c1cccs1)C(=O)Nc1ccc(F)cc1F (configuration not stated),-7%,?,-5,-9%,3%,nt
Cc1ccc(N(CC(=O)NC2CCCCC2)C(=O)CNC(=O)c2ccco2)cc1C,34%,?,5,3%,12%,2%
COc1ccc(CC(=S)NCCc2ccccc2)cc1,-22%,-3%,14,0%,8%,5%
COc1cc(/C=N/Nc2ncc(C(F)(F)F)cc2Cl)cc(OC)c1OC,16%,?,-32,0%,?,-12%
O=C1/C(=C/c2cccnc2)Oc2cc(OS(=O)(=O)c3ccc(Cl)cc3)ccc21,12%,-13%,-34,4%,?,2%
CCCOc1ccc(C2(C(=O)O)CCCC2)cc1,-32%,-3%,-1,-1%,16%,-7%
CC(=O)c1ccc(NC(=O)Nc2ccccc2)cc1,-44%,0%,89,9%,-4%,3%
CCOc1ccc(CNC(=O)c2cnc3sc(N4CCCCCC4)nn3c2=O)cc1OC,nt,19%,10,2%,nt,nt
COc1ccc(-c2nn(C)c3sc(C(=O)Nc4cc(OC)c(OC)c(OC)c4)cc23)cc1OC,nt,-3%,-98*,-6%,nt,nt
COc1ccccc1C(CNC(=O)c1ccc(S(=O)(=O)N2CCCCC2)cc1)N(C)C (configuration not stated),2%,4%,-12,-3%,-6%,nt
